Screening data from PubChem.
PfHsp40 yeast: rescue of PfHsp40-mediated yeast toxicity | S. cerevisiae expressing PfHsp40, growth rescue, ATP luminescence | growth rescue, % at 12.5 µM | actives 0.68% (n = 340,000); in the data active means growth rescue above about 28%, passing the limit was not always enough; inconclusive means no clear call, values can overlap the other calls;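 further: yeast W303a lacking pdr1 and pdr3 grown in galactose medium; growth measured after three days at 30 °C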
Anthrax LF inh2: inhibitors of Bacillus anthracis lethal factor protease; multiplex microsphere protease cleavage assay, LF; actives 0.12% (n = 360,000); inhibition, % at 10 µM; AID 588501; P15917; further: plate controls were buffer without enzyme for full effect and enzyme alone for no effect
TcdB inh: blocks C. difficile toxin B glycohydrolase activity | P18177 | TcdB glycohydrolase enzymatic assay, plate reader | inhibition, % at 9.99 µM | actives 0.24% (n = 350,000) | AID 652162; in the data active means inhibition above about 10%
PrPC TRFRET: reduces human prion protein on the cell surface. P04156. cell surface PrPC, TR-FRET read-out. inhibition, % at 13.8 µM. actives 0.43% (n = 370,000). AID 720596; in the data active means inhibition above about 24%; further: 0% = median of the test wells and 100% = reference compound wells
BoNT-A LC inh2: inhibitors of Botulinum neurotoxin A light chain protease; multiplex microsphere protease substrate cleavage, flow cytometry; inhibition, % at 10 µM; actives 0.17% (n = 360,000); AID 588499; further: plate controls were buffer without enzyme for full effect and enzyme alone for no effect
CCHF vOTU inh: CCHFV vOTU protease inhibition. Pep-AMC fluorescence. inhibition, % at 11.5 µM. actives 0.55% (n = 370,000). AID 651958; in the data active means inhibition above about 30%; further: 0% = vehicle wells with enzyme and 100% = no enzyme wells
FadD28 FP inh: M. tuberculosis FadD28 bisubstrate binding inhibition; FadD28 bisubstrate probe binding, fluorescence polarization; inhibition, % at 12.5 µM; actives 0.22% (n = 360,000); AID 588549; in the data active means inhibition above about 8.5%, passing the limit was not always enough; inconclusive means no clear call, values can overlap the other calls
BoNT F protease: blocks Botulinum neurotoxin F light chain protease. Multiplex microsphere protease cleavage assay, flow cytometry. inhibition, % at 10 µM. actives 0.22% (n = 360,000). AID 588497; in the data active means inhibition above about 35%, passing the limit was not always enough; inconclusive means no clear call, values can overlap the other calls; further: plate controls were buffer without enzyme for full effect and enzyme alone for no effect
Y pestis TopoI: blocks Yersinia pestis topoisomerase I activity. Y. pestis Topo-I cleavage product accumulation, plate reader. activity, % at 10 µM. actives 0.064% (n = 360,000). AID 504884; in the data active means activity above about 50%, passing the limit was not always enough; inconclusive means no clear call, values can overlap the other calls; further: inactives centre near 2
Active calls of the source: *; ? = inconclusive; / = not tested or not shown; & = joins results of further samples. Unless noted, no stated cut-off is given here; in the data, active means inhibition above about 30%; inconclusive means no clear call, values can overlap the other calls; inactive means below that. Outcome played no part in choosing rows (roughly 2.3% active in at least one column).

Compound	PfHsp40 yeast	Anthrax LF inh2	TcdB inh	PrPC TRFRET	BoNT-A LC inh2	CCHF vOTU inh	FadD28 FP inh	BoNT F protease	Y pestis TopoI
CCN(CC)CCNC(=O)c1cc2c(=O)n(C)c3ccccc3c2n1C	1.3	-6	-7.7	-2	-1.0	4	-0.3	6	3
COc1ccc(-n2c(Cc3cccn3C)nnc2SCC(=O)Nc2cccc(NC(C)=O)c2)cc1	-0.7	-2	/	-3	-0.7	-9	-1.7	-5	42
Cc1ccc(S(=O)(=O)Nc2cc(=O)[nH]c(SCc3ccccc3Cl)n2)cc1	15	-1	0.5	5	-0.4	3	-1.2	-3	10
CN1C[C@H]2CON(C)[C@H]2C[C@H]1c1cccc(-c2ccc(C#N)cc2)c1	-0.9	-5	1.7	-4	-0.7	-2	-0.7	-2	-1
CC(=O)N(CN1C(=O)C2C3C=CC(C3)C2C1=O)c1cccc(Cl)c1 (stereo not given)	0.2	-4	0.8	0	-0.1	-8	-0.1	2	-1
Cc1ccc(S(=O)(=O)N(CCc2ccccc2)c2ccc3c(c2)C2CC3CCN2C(=O)OCc2ccccc2)cc1 (stereo not given)	/	0	-2.9	8	-0.2	8	-1.0	-4	-5
C=CCOc1ccc(C2C(C(=O)c3ccco3)=C(O)C(=O)N2c2nnc(C)s2)cc1 (stereo not given)	-0.3	0	-0.1	0	-0.3	11	-2.1	0	10
O=C(c1ccccc1)N1CCN(C(=O)c2ccc(OC(F)(F)F)cc2)CC1	-1.3	-2	/	2	0.4	15	-1.1	-16	-12
O=C(Nc1ccc(Oc2ccccc2)nc1)C1CCN(Cc2ccccc2)CC1	-0.8	0	1.0	-9	-1.1	-6	-2.5	-4	2
O=C(NCCCNCCCNC(=O)c1ccc(/C=N/O)nc1)c1ccc(/C=N/O)nc1	-1.1	0	-2.3	2	-0.7	4	-1.0	?	6
Cc1oc2c(c(C)cc3oc(=O)c(CC(=O)N[C@H](C(=O)O)C(C)C)c(C)c32)c1C	3.2	-9	1.1	4	-2.5	-11	-0.2	-16	12
COc1ccc(CC(=O)NCCC2=CCCCC2)cc1	2.3	-4	1.3	0	-0.2	-23	-2.7	-4	3
CCc1ccc(CN(C)Cc2nc(Cc3cccc(C(F)(F)F)c3)no2)nc1	1.9	-2	2.2	-7	-1.2	22	?	-8	21
CCOc1ccccc1N(C(C)=O)S(=O)(=O)c1ccc(Cl)cc1	-0.7	-6	1.1	-2	0.2	-14	-4.5	-2	3
O=C(O)C1=C[C@H](c2cccs2)C[C@H](OCc2ccc(CO)cc2)O1	-1.6	-6	-0.2	-2	0.1	-1	-2.2	-6	8
CC(C)CN(C(=O)COC(=O)c1cccnc1Cl)c1c(N)n(Cc2ccccc2)c(=O)[nH]c1=O	-1.9	2	2.7	1	1.4	-1	-1.4	0	9
CCOC(=O)Cn1c(C)c(Br)c(COC)c(C#N)c1=O	-2.2	8	-0.1	-2	-9.9	9	-2.4	?	-2
COc1ccc(CCNS(=O)(=O)c2ccc3oc(C(=O)O)c(C)c3c2)cc1OC	0.9	-4	/	-6	0.5	-12	-2.1	2	7
CCC1CCCCN1C(=O)CSc1nc(C)cc(C)n1 (stereo not given)	-0.9	-2	1.6	-1	0.3	-2	-2.0	7	3
COC1=CC(=O)C=C(OC)C1(O)CC(C)=O	0.4	-1	-0.4	-5	-1.2	-1	0.7	-6	7
CCCCC(=O)Nc1nnc(SCC(=O)NCC2CCCO2)s1 (stereo not given)	0.5	-1	1.9	3	-2.7	-9	-0.4	?	2
Cc1nc2ccccc2n1/N=C/c1ccc([N+](=O)[O-])o1	1.8	-2	0.0	-2	-0.5	1	-0.9	2	-6
Cc1ccc(C2(C)NC(=O)N(CC(=O)N3CCN(S(=O)(=O)c4cccc([N+](=O)[O-])c4)CC3)C2=O)cc1 (stereo not given)	-0.9	-6	-0.4	-22	-0.1	-3	-0.8	1	23
COc1nc(-c2ccccc2)cc(-c2ccc3c(c2)OCO3)c1C#N	-1.6	-8	0.1	-3	-1.0	-1	-1.5	-22	-2
O=C(CN(CCc1ccccc1)S(=O)(=O)c1ccc(Br)cc1)N/N=C/c1ccccc1C(=O)O	0.0	5	1.5	5	-1.5	7	-0.7	-4	-2
COC(=O)c1sccc1NC(=O)CN(C)NS(=O)(=O)c1ccc(Cl)cc1	1.4	1	/	1	-0.1	-11	0.1	-8	2
CCCCCc1ccc(OCCCC[n+]2ccc(C)cc2)c(CCCCC)c1	0.2	-9	4.5	17	-2.6	17	-9.0	-5	-1
C[C@@H]1CN([C@@H](C)CO)C(=O)CCCn2nncc2CO[C@H]1CN(C)C(=O)Nc1ccc(-c2cccs2)cc1	/	-4	-2.3&2.2	1	-0.1	12	0.6	-2	27
CCCOc1ccc(C2C(C(=O)c3cc4ccccc4o3)=C(O)C(=O)N2c2cc(C)on2)cc1 (stereo not given)	-0.1	6	1.4	8	0.3	12	-1.7	-4	41
CSc1ccc(CN(C)CCc2ccccn2)cc1	1.0	4	1.2	-10	-1.6	-2	1.1	?	-2
O=c1[nH]nc(-c2ccc(F)cc2)cc1Cc1ccccc1	2.1	-2	10*	5	-1.0	0	-0.7	?	18
CCOC(=O)c1cnc2c(C)cccc2c1NCCCN1CCOCC1	-0.3	-1	1.7	-10	0.0	0	-2.0	?	5
COc1nc(NCCO)nc(Nc2cc(Cl)ccc2OC)n1	1.4	/	6.9	-4	/	5	-1.6	/	-1
O=C(COC(=O)c1ccccc1O)NCCCc1ccccc1	0.1	5	1.5	-9	-2.8	9	0.4	-14	14
Cc1cc(Br)c(NC(=O)COC(=O)c2ccc[n+]([O-])c2)c(Br)c1	-2.0	3	0.6	0	0.6	-5	0.5	2	7
COc1ccccc1C(=O)N/C(=C/c1cccc([N+](=O)[O-])c1)C(=O)Nc1cccc(C(=O)O)c1	-1.2	2	-1.0	-6	0.3	1	-0.8	-1	6
COC(=O)C1CCN(C(=O)CSc2nnc(-c3ccncc3)o2)CC1	2.0	-4	/	-3	-0.6	4	-1.5	5	2
Cc1onc(-c2ccc(Cl)cc2)c1-c1ccnn1S(=O)(=O)c1cccc(C(F)(F)F)c1	-1.0	/	0.7	6	/	0	-2.1	/	11
CCOc1ccc(S(=O)(=O)N(CC(=O)NCc2cccnc2)c2ccc(F)cc2)cc1	-0.9	-4	0.5	-5	-4.0	2	-0.6	-5	9
CCCCc1ccc(NC(=O)CSc2nc(=O)n(CCN(CC)CC)c3c2CCC3)cc1	-1.4	-2	1.2	2	-8.1	2	-3.2	-15	-3
CCOc1ccc(/C=C(\C#N)C(=O)Nc2cccnc2)cc1	-1.5	-2	/	2	0.3	-23	1.2	2	0
COc1cccc(CN(C)C(=O)c2ccccc2Sc2ccccc2C#N)c1OC	-0.2	6	0.1	0	14	7	-0.7	17	30
COc1ccc(-n2nc(C(=O)NCC(=O)N3CCN(c4ccccn4)CC3)c3ccccc3c2=O)cc1	0.6	-2	/	-6	?	2	-0.8	0	2
Cc1cc(C(=O)N(CCC#N)Cc2cccs2)no1	1.3	-2	1.3	2	0.0	10	-2.9	-6	1
O=C(NCC(=O)N(Cc1ccccc1)C(C(=O)NC1CCCC1)c1ccncc1)c1ccco1 (stereo not given)	-0.6	0	/	-9	-0.4	2	-3.4	-9	-1
C[C@]12CC[C@@H]3c4ccc(O)cc4C(=O)C[C@H]3[C@@H]1CC[C@@H]2O	-0.4&-2.1	-3	1.8	4	-0.2	7	-2.4	-6	1
COc1cc(NC(=O)CSc2ccc(-c3cccnc3)nn2)cc(OC)c1	-0.7	-4	1.5	1	-2.2	-1	-0.1	0	7
CN(C)C(=N)c1n[nH]nc1SCc1ccccc1	-0.2	4	0.7	6	-0.5	12	-0.5	0	3
COC(=O)C1(Cc2ccc3c(c2)CCC3)Cc2ccc3c(c2C1=O)CCC3 (stereo not given)	-0.8	-3	-0.5	-8	-0.4	12	-2.6	-3	49
CCn1nc(C)c(NC(=O)c2cnn3c(C(F)F)cc(-c4ccccc4)nc23)c1C	-0.6	1	1.0	-4	-0.6	9	-3.5	-7	19

Later entries
Compound	PfHsp40 yeast	Anthrax LF inh2	TcdB inh	PrPC TRFRET	BoNT-A LC inh2	CCHF vOTU inh	FadD28 FP inh	BoNT F protease	Y pestis TopoI
CN(C)c1ccc(N=Cc2cccn2C)cc1	-0.6	-8	-15	-22	0.5	42*	-1.2	-6	-14
COCCOC(=O)C1=C(C)NC(=O)N(C(C)=O)C1c1ccc(Cl)cc1 (stereo not given)	0.0	-3	/	6	-1.9	11	-1.8	-15	5
O=S(=O)(Nc1ccc(N2CCCCC2)cc1)c1ccc(F)c(F)c1	1.7	-3	-79	8	-0.7	8	-0.1	-13	8
O=C(NCCN1CCC(n2c(=O)[nH]c3ccccc32)CC1)c1ccc(F)cc1	/	5	-0.9	-13	0.5	-2	/	1	/
CC(C)(C)c1nc(Sc2ccc([N+](=O)[O-])cn2)n[nH]1	-0.3	-15	1.0	-10	-5.7	0	-1.4	?	1
COc1ccc(C2N(c3cccc(Cl)c3)C(=O)C3CCCN32)cc1 (stereo not given)	-1.5	-4	-0.6	0	-1.4	-4	-2.4	-7	-2
COc1ccc(S(=O)(=O)N2CCN(Cc3ccccc3)CC2)c(C)c1	0.8	2	0.4	3	-3.9	-11	-4.3	?	4
CCOC(=O)/C(=N\Nc1ccc(Br)cc1)N1CC(C)OC(C)C1 (stereo not given)	0.2	-11	/	/	-0.2	/	-0.3	-1	-8
CCOC(=O)C1CCN(c2ncnc3c(C)csc23)CC1	-1.2	-4	-0.9	11	-1.3	3	-1.1	-13	14
CC(C)c1ccc(C2CC(=O)N3CN(Cc4ccco4)CSC3=C2C#N)cc1 (stereo not given)	3.0	?	/	5	?	8	4.5	?	-2

Looked up by compound from the list above, 2 records:
Compound	PfHsp40 yeast	Anthrax LF inh2	TcdB inh	PrPC TRFRET	BoNT-A LC inh2	CCHF vOTU inh	FadD28 FP inh	BoNT F protease	Y pestis TopoI
O=S(=O)(Nc1ccc(N2CCCCC2)cc1)c1ccc(F)c(F)c1	1.7	-3	-79	8	-0.7	8	-0.1	-13	8
CC(C)(C)c1nc(Sc2ccc([N+](=O)[O-])cn2)n[nH]1	-0.3	-15	1.0	-10	-5.7	0	-1.4	?	1

Other records follow:
Compound	PfHsp40 yeast	Anthrax LF inh2	TcdB inh	PrPC TRFRET	BoNT-A LC inh2	CCHF vOTU inh	FadD28 FP inh	BoNT F protease	Y pestis TopoI
COc1ccc(N(C(=O)COc2ccc(F)cc2)S(=O)(=O)c2ccc(C)cc2)cc1	0.7	0	/	-7	-0.8	-16	-3.0	-6	14
CC(C)Cn1c(CN2CCN(C(=O)c3ccco3)CC2)nc2c1c(=O)n(C)c(=O)n2C	0.0	-4	1.5	3	0.2	-21	-5.4	0	6
Cc1ccc(C(=O)Nc2c(-c3cccs3)c(=O)c3ccccc3n2C)cc1	-1.7	-2	/	-6	0.6	1	-2.3	-1	-6
Cc1cc(Cl)ccc1OC(C)C(=O)Nc1ccc([N+](=O)[O-])cn1 (stereo not given)	12	-3	/	-15	-0.2	3	-1.2	-2	-3
CC1(c2ccccc2)NC(=O)N(CC(=O)N2CC(=O)Nc3ccccc32)C1=O (stereo not given)	-0.1	-4	1.4	2	-0.2	-5	-3.4	-6	4
CN(C(=O)c1ccc(OC2CCN(CCc3ccccc3)CC2)cc1)C1CCOCC1	-0.5	-5	0.3	-8	-0.1	8	-1.1	-2	12
CCOc1cc(N2CCOCC2)c(OCC)cc1NC(=O)c1nn(CC)c(=O)c2ccccc12	-0.7	-13	-0.7	7	-1.1	4	-3.4	-36	-5
O=C(c1nc2ccc(Cl)cn2c1CN1CCCC(CO)C1)N1CCc2ccccc2C1 (stereo not given)	1.4	1	-9.2	2	2.2	17	-2.8	2	3
COc1cc(NC(=O)N2c3ccccc3Sc3ccccc32)c(C(=O)O)cc1OC	-0.2	3	0.3	8	3.9	3	0.6	8	-5
COc1ccc(CCNC(=O)CCc2nnc(Cc3ccc4c(c3)OCO4)o2)cc1	-0.9	-1	0.9	-1	-1.4	-4	-0.9	-4	8
